ER stress surv: ER stress cell death inhibition; relative survival (cellular ATP), % at 15 µg/mL (by protocol); AID 1010; CSM14.1 thapsigargin ER stress survival, ATP luminescence; hit rate 0.33% among 48,000;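 active = survival measured by cellular ATP above 50% at 15 µg/ml in the first screen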;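 note: cell death triggered by about 15 µM thapsigargin; ATP read 24 h after thapsigargin was added; plate controls were thapsigargin with DMSO for no effect and DMSO without thapsigargin for full effect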
Numbers without * were called inactive. An excerpt; rates above refer to the full screens.

Results for O=C(CN(c1cccc([N+](=O)[O-])c1)S(=O)(=O)c1ccccc1)N[C@@H]1C[C@H]2CC[C@@H]1C2 ?
ER stress surv: 5

What do the screens show for `O=C1c2ccccc2C(=O)N1CC(=O)N(Cc1ccccc1)c1cccc([N+](=O)[O-])c1`?
ER stress surv: 8

Results for CCNC(=O)CN(c1cccc(Cl)c1)S(=O)(=O)c1ccccc1 ?
ER stress surv: 0

What do the screens show for `COc1ccc(-c2cc(=O)n3[nH]c(-c4cccc(F)c4)cc3n2)cc1`?
ER stress surv: 2

How did Cc1ccccc1C(=O)Nc1cccc(NC(=O)c2ccc(-c3ccc([N+](=O)[O-])cc3C)o2)c1 do in these assays?
ER stress surv: -2

What do the screens show for `O=C(O)CCCNS(=O)(=O)c1ccc(NCc2ccccc2)c(C(=O)O)c1`?
ER stress surv: 6

What do the screens show for `CC(=O)Nc1ccc(C(=O)N2CC(C)CC(C)C2)cc1` (stereo not drawn)?
ER stress surv: 3

How did O=C(/C=C/c1cn(-c2ccccc2)nc1-c1cccs1)c1cccs1 do in these assays?
ER stress surv: -1

How did O=C(O)/C=C/C(=O)NNC(=O)c1ccc(O)cc1 do in these assays?
ER stress surv: -2

How did S=c1[nH]nc(-c2ccccc2)c2ccccc12 do in these assays?
ER stress surv: 10

How did O=C(CSc1nnc(-c2ccncc2)n1-c1ccccc1)c1ccc([N+](=O)[O-])cc1 do in these assays?
ER stress surv: 4

Results for CC1=NN(c2nc(-c3cc4ccccc4[nH]3)cs2)C(=O)C1C (stereo not drawn) ?
ER stress surv: -1

What do the screens show for `CC(C)c1cccc(C(C)C)c1NC(=O)COc1ccccc1[N+](=O)[O-]`?
ER stress surv: 6

How did COP(=O)(OC)C(Nc1cc(Cl)cc(Cl)c1)c1cccc(O)c1 (stereo not drawn) do in these assays?
ER stress surv: -3

What do the screens show for `CN1CCN(Cc2c(O)ccc3c4c(c(=O)oc23)CCC4)CC1`?
ER stress surv: -4

What do the screens show for `O=C(NCCNc1ccc(Cl)cc1[N+](=O)[O-])c1ccc2c(c1)OCCO2`?
ER stress surv: 1

How did CCOC(=O)c1c(NC(=O)c2cc3cc(Br)ccc3oc2=O)sc(C(C)=O)c1C do in these assays?
ER stress surv: -1

How did O=C(c1cccs1)N1CCN(Cc2ccccc2F)CC1 do in these assays?
ER stress surv: 2

Results for O=C(Nc1sc2c(c1C(=O)Nc1ccccc1)CCC2)c1ccc([N+](=O)[O-])cc1 ?
ER stress surv: 6

Results for COc1ccc(/C=N/NC(=O)Cc2nnc(N)s2)cc1OC ?
ER stress surv: 15

Results for Cn1cnnc1Sc1cc(N2CCCC2)ccc1[N+](=O)[O-] ?
ER stress surv: 4

What do the screens show for `CC(C)N1CCC(=NNC(=O)c2cccc([N+](=O)[O-])c2)CC1`?
ER stress surv: 2

Results for Cc1cc(/C=C2/SC(=S)NC2=O)c(C)n1-c1ccccc1 ?
ER stress surv: -7

What do the screens show for `Ic1ccc(-c2nc(-c3ccccc3)no2)cc1`?
ER stress surv: -3

How did COc1ccc(OC)c(-n2c(O)cnc2Nc2nc(C)cc(C)n2)c1 do in these assays?
ER stress surv: 3

Results for CCCC1(O)CC(c2ccccc2)NC(c2ccccc2)C1CC (stereo not drawn) ?
ER stress surv: -24

How did COC(=O)C1=C(C)NC(C)=C(C(=O)OC)C1c1cn(-c2ccccc2)nc1-c1ccc(S(=O)(=O)N(C)C)cc1 do in these assays?
ER stress surv: -1

What do the screens show for `CCC(=NCc1ccccc1)c1c(C(F)(F)F)[nH]n(-c2nc3ccccc3s2)c1=O`?
ER stress surv: 8

Results for COc1ccc(/C=C2/NC(=S)NC2=O)cc1OCc1ccccc1 ?
ER stress surv: 11

Results for O=C(/C=C/c1cn(-c2ccccc2)nc1-c1ccccc1)N1CCOCC1 ?
ER stress surv: 18

What do the screens show for `CCOc1ccc(S(=O)(=O)N(CC(=O)Nc2ccc(Cl)cc2)c2ccc(C)cc2)cc1`?
ER stress surv: 8

Results for CCOC(=O)COc1ccc(/C=C2/NC(=S)NC2=O)cc1OC ?
ER stress surv: 6

Results for O=C(N/N=C/c1ccccc1F)c1ccc(Cl)c(Cl)c1 ?
ER stress surv: 12

Results for CCN(CC)C(=O)N1c2ccccc2CCc2ccccc21 ?
ER stress surv: 6

How did COc1cccc(-n2sc3c(c2=S)-c2cc(Cl)ccc2NC3(C)C)c1 do in these assays?
ER stress surv: 2

Results for Cc1csc(-c2coc3cc(OCC(=O)O)cc(C)c3c2=O)n1 ?
ER stress surv: 2

Results for COc1ccccc1C(=O)N/N=C/c1ccc(N2Cc3ccccc3C2)cc1 ?
ER stress surv: 2

What do the screens show for `CCOc1ccc(-c2cc(C(=O)Nc3ccncc3)c3ccccc3n2)cc1`?
ER stress surv: 2

Results for COc1ccc(CN=CC2=C(O)CNC2=O)cc1 ?
ER stress surv: 2

How did CC(=O)N(C1=C(N2CCOCC2)C(=O)c2ccccc2C1=O)C(C)C do in these assays?
ER stress surv: 9

An excerpt from above in order of formula weight, rising:
How did O=C(c1cccs1)N1CCN(Cc2ccccc2F)CC1 do in these assays?
ER stress surv: 2

What do the screens show for `Ic1ccc(-c2nc(-c3ccccc3)no2)cc1`?
ER stress surv: -3

Results for O=C(/C=C/c1cn(-c2ccccc2)nc1-c1ccccc1)N1CCOCC1 ?
ER stress surv: 18

Results for COc1ccccc1C(=O)N/N=C/c1ccc(N2Cc3ccccc3C2)cc1 ?
ER stress surv: 2

How did COP(=O)(OC)C(Nc1cc(Cl)cc(Cl)c1)c1cccc(O)c1 (stereo not drawn) do in these assays?
ER stress surv: -3

What do the screens show for `O=C(NCCNc1ccc(Cl)cc1[N+](=O)[O-])c1ccc2c(c1)OCCO2`?
ER stress surv: 1

Additional compounds.
How did Cc1ccc(-c2csc(NC(=O)c3ccccc3F)c2C(=O)O)cc1 do in these assays?
ER stress surv: 6

How did O=CNC(Cc1ccc(O)c([N+](=O)[O-])c1)C(=O)O (stereo not drawn) do in these assays?
ER stress surv: 9

How did Cc1c(Cl)cccc1NCCC(=O)c1ccc(Br)cc1 do in these assays?
ER stress surv: 7

How did O=C(NCCN1CCN(C(=O)Nc2cccc(Cl)c2)CC1)Nc1cccc(Cl)c1 do in these assays?
ER stress surv: -3

How did CCN(CC)c1ccc(NC(=O)c2ccccc2C(F)(F)F)cc1 do in these assays?
ER stress surv: -13

Results for COc1cccc2cc(-c3nc(-c4ccc(Cl)c(Cl)c4)cs3)c(=O)oc12 ?
ER stress surv: 2

How did O=C(c1cccs1)N1CCN(Cc2ccc(Cl)cc2)CC1 do in these assays?
ER stress surv: -4

How did CCN(CC)c1cc(C)c(C#N)c2nc3ccccc3n12 do in these assays?
ER stress surv: 11

How did COc1ccc(C(=O)N/C(=C\c2ccc(-c3cccc([N+](=O)[O-])c3)o2)C(=O)NCCCN2CCOCC2)cc1 do in these assays?
ER stress surv: -1

What do the screens show for `COc1ccc(/C=C2/C(C)=C(C#N)c3nc(N)c(C#N)c(C)c32)cc1Br`?
ER stress surv: -2

How did CCNC(=O)c1ccc(CN2CCN(c3ccccc3)CC2)cc1 do in these assays?
ER stress surv: -3

How did CC/C(O)=C1/C(=O)CC(C)(C)CC1=Nc1ccncc1 do in these assays?
ER stress surv: 2

What do the screens show for `COC(=O)C1=C(C)N(c2cccc(OC)c2)C(=O)/C1=C\c1ccc(O)cc1`?
ER stress surv: -3

What do the screens show for `Cc1c(C)c2ccc(OCC(=O)C(C)(C)C)c(C)c2oc1=O`?
ER stress surv: 4

How did CCCCOC(=O)CCN1C(=O)/C(=C\c2cccs2)SC1=S do in these assays?
ER stress surv: 1

Results for Cc1onc(-c2c(F)cccc2Cl)c1C(=O)NCc1cccnc1 ?
ER stress surv: 1

How did CCOc1ccccc1C1NC(=O)c2c(sc3c2CCN(C)C3)N1 (stereo not drawn) do in these assays?
ER stress surv: 10

How did Cc1ccc(-c2noc(-c3ccc(Cl)cc3Cl)n2)cc1 do in these assays?
ER stress surv: -12

How did CCOc1ccc(C(NC(C)=O)c2ccc(OC)c(OC)c2)cc1 (stereo not drawn) do in these assays?
ER stress surv: 2

What do the screens show for `O=C(O)CCCN1C(=O)C(=O)/C(=C(/O)c2ccccc2)C1c1ccc(Br)cc1` (stereo not drawn)?
ER stress surv: -1

How did Cc1cc([N+](=O)[O-])ccc1N/C=C/C(=O)c1ccc(Cl)c(Cl)c1 do in these assays?
ER stress surv: 4

How did O=C(Cc1ccc(-c2ccccc2)cc1)NNC(=O)c1ccccc1Cl do in these assays?
ER stress surv: -1

Results for CCOc1cc(OCC)cc(C(=O)Nc2c(C)cccc2C)c1 ?
ER stress surv: 2

What do the screens show for `COc1ccc(C(=O)Nc2ccc(S(N)(=O)=O)cc2)cc1I`?
ER stress surv: 0

What do the screens show for `O=C(c1cn(-c2ccccc2)nc1-c1ccccc1)N1CCCCC1`?
ER stress surv: 5

How did O=C(Nc1nc(-c2ccc([N+](=O)[O-])cc2)cs1)c1ccccc1F do in these assays?
ER stress surv: -2

What do the screens show for `O=C(Cc1ccc(Cl)cc1)NCc1ccncc1`?
ER stress surv: 5

Results for O=C1NC(c2ccc(Cl)cc2Cl)Nc2c1sc(=S)n2-c1ccccc1 (stereo not drawn) ?
ER stress surv: -2

What do the screens show for `CC(=O)N(C1=C(N2CCCCC2)C(=O)c2ccccc2C1=O)c1ccc(C)cc1`?
ER stress surv: -9

How did O=c1c2c3c(sc2[nH]c(=S)n1-c1ccccc1)CCCC3 do in these assays?
ER stress surv: 10

What do the screens show for `O=C1N=c2ccc(Cl)cc2=C1c1sc(=O)[nH]c1O`?
ER stress surv: 1

What do the screens show for `COCC(COCCCN=C1NS(=O)(=O)c2ccccc21)OC` (stereo not drawn)?
ER stress surv: 13

How did O=C(c1ccc2c(c1)OCO2)N1CCC(Cc2ccccc2)CC1 do in these assays?
ER stress surv: 11

Results for CCN(CC)C(=O)c1sc(NC(=O)c2ccc([N+](=O)[O-])cc2)c(C(=O)OC(C)C)c1C ?
ER stress surv: 6

Results for COc1cc(OC)cc(C(=O)Nc2cc3oc4ccccc4c3cc2OC)c1 ?
ER stress surv: 3

Results for CC(=O)Nc1ccc(S(=O)(=O)Nc2ccc(Oc3ccccc3)cc2)cc1 ?
ER stress surv: 11

How did O=C(/C=C/c1ccco1)Nc1scc(-c2cccs2)c1C(=O)O do in these assays?
ER stress surv: -4

How did COc1ccccc1NC(=O)CSc1nsc(SCC(=O)Nc2ccccc2OC)n1 do in these assays?
ER stress surv: 4

What do the screens show for `COc1ccccc1-c1cc(-c2ccccc2)nc(SC)c1C#N`?
ER stress surv: 12

Results for O=C(CSCc1ccccc1)Nc1ccccc1Br ?
ER stress surv: 12

Results for COc1ccc(NC(=O)c2ccc(C)c([N+](=O)[O-])c2)cc1OC ?
ER stress surv: 8

What do the screens show for `Nc1cc(S(=O)(=O)Nc2ccccc2)ccc1Cl`?
ER stress surv: 5

Results for O=C(Nc1cccc(C(F)(F)F)c1)c1cc([N+](=O)[O-])ccc1Cl ?
ER stress surv: 0

How did C(=NN1CCN(Cc2ccccc2)CC1)c1cccc(Oc2ccccc2)c1 do in these assays?
ER stress surv: 5

Results for O=C(CSc1ncc(-c2ccccc2)[nH]1)Nc1ccc(F)cc1 ?
ER stress surv: 3

How did Cc1ccc(OCCOc2ccc(Br)cc2/C=N/n2cnnc2)cc1C do in these assays?
ER stress surv: 9

What do the screens show for `CC(=O)Nc1ccccc1NC(=O)c1cccc(F)c1`?
ER stress surv: 14

How did O=C(CSc1cccc2cccnc12)Nc1ccc(/C=C/c2ccccc2)cc1 do in these assays?
ER stress surv: 11

How did O=C(Nc1ccccc1)c1ccc(-c2ccccc2)cc1 do in these assays?
ER stress surv: 2

What do the screens show for `O=C1OC(c2ccc(F)cc2)=N/C1=C\c1ccc(Cl)cc1`?
ER stress surv: -2

How did O=[N+]([O-])c1cccc(S(=O)(=O)Nc2ccc(Nc3ccccc3)cc2)c1 do in these assays?
ER stress surv: -6

How did COc1ccc(CCN=Cc2cccn2-c2sc3c(c2C#N)CCCC3)cc1OC do in these assays?
ER stress surv: 7

How did COc1cc(C2Nc3ccccc3NC3=C2C(=O)CC(c2ccccc2)C3)cc(OC)c1O (stereo not drawn) do in these assays?
ER stress surv: -3

What do the screens show for `Cc1ccc(/C=N/Nc2cccc3cccnc23)c(O)c1`?
ER stress surv: -6

Results for O=C1NC(=S)N/C1=C/c1ccc(Sc2ccccc2)o1 ?
ER stress surv: 6

What do the screens show for `Cc1cccc(C(=O)Nc2ccc(Cl)cc2C)c1`?
ER stress surv: 0

How did O=C1C(Cl)=CC(=NS(=O)(=O)c2ccc(Cl)cc2)c2ccccc21 do in these assays?
ER stress surv: -20

How did CC1(C)CC1(C#Cc1ccccc1)C(=O)O (stereo not drawn) do in these assays?
ER stress surv: 8

Results for C/C(=N\OCC(=O)N=Nc1c(O)n(CN2CCN(C)CC2)c2ccccc12)c1cccs1 ?
ER stress surv: 0

What do the screens show for `COc1ccc(N(CC(=O)N/N=C/c2cccs2)S(=O)(=O)c2ccc(OC)c(OC)c2)cc1`?
ER stress surv: 12

What do the screens show for `COc1ccc(N2C(=O)CC(NC3CCCC3)C2=O)cc1` (stereo not drawn)?
ER stress surv: 0

What do the screens show for `Cc1ccc2oc(-c3ccc(NC(=O)COc4ccccc4)cc3O)nc2c1`?
ER stress surv: 3

Results for CC1=C(C(=O)OC(C)C)C(c2cccc(I)c2)C2=C(CCCC2=O)N1 (stereo not drawn) ?
ER stress surv: 6

What do the screens show for `O=C(Nc1ccccc1-c1ccccc1)c1ccc(N2C(=O)c3ccc([N+](=O)[O-])cc3C2=O)cc1`?
ER stress surv: 9

Gathered by group, the entries above containing bromine.
How did CCOC(=O)c1c(NC(=O)c2cc3cc(Br)ccc3oc2=O)sc(C(C)=O)c1C do in these assays?
ER stress surv: -1

How did Cc1c(Cl)cccc1NCCC(=O)c1ccc(Br)cc1 do in these assays?
ER stress surv: 7

What do the screens show for `COc1ccc(/C=C2/C(C)=C(C#N)c3nc(N)c(C#N)c(C)c32)cc1Br`?
ER stress surv: -2

What do the screens show for `O=C(O)CCCN1C(=O)C(=O)/C(=C(/O)c2ccccc2)C1c1ccc(Br)cc1` (stereo not drawn)?
ER stress surv: -1

Results for O=C(CSCc1ccccc1)Nc1ccccc1Br ?
ER stress surv: 12

How did Cc1ccc(OCCOc2ccc(Br)cc2/C=N/n2cnnc2)cc1C do in these assays?
ER stress surv: 9

Assay outcomes (PubChem)
